Bioassay records from PubChem BioAssay.
ERb coact inh = inhibitors of ERβ-SRC1 coactivator interaction, primary screen, biochemical, TR-FRET, ERβ LBD, SRC-1 peptide; TR-FRET ER-beta LBD / SRC1-Cy5 peptide binding; receptor agonist-loaded with 1 µM estradiol; inhibition, % at 25.6 µM; actives 1.3% (n = 86,000); AID 633, 2007;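 active = compounds whose percent inhibition of the receptor-coactivator binding signal exceeds about 50% in the single-dose screen, limit read from the data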;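 note: 0% = receptor plus peptide wells without compound and 100% = peptide-only wells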
Target sequence (Q92731 whole entry, looked up, the tested form may be a part): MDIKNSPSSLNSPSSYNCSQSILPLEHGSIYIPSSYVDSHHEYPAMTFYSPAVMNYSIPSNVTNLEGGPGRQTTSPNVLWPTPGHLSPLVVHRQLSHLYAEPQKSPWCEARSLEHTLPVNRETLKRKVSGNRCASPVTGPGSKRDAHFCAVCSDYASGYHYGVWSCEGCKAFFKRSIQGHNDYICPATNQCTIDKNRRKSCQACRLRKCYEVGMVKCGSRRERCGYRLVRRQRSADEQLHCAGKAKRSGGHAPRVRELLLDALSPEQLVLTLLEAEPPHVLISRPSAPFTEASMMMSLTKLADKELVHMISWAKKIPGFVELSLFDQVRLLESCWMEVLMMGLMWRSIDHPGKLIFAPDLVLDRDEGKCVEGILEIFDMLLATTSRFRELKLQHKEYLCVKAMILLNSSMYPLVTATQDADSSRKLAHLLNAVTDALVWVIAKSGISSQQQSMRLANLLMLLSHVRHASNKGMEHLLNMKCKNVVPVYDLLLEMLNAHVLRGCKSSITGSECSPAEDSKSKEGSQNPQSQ
sEH activator = soluble epoxide hydrolase activators, primary screen, biochemical, human sEH | actives 0.04% (n = 91,000) | Bifunctional epoxide hydrolase 2 (Homo sapiens), P34913 | activation, % at 2 µM | purified human sEH enzymatic activity, activator screen | AID 717, 2007; in the data active = activation above about 37%; note: values of inactives mirror those of a sister screen read the other way
VCAM1 TNFa inh = inhibitors of TNFa-induced VCAM1 expression, primary screen, imaging, HUVEC, TNFa stimulus, immunofluorescence; HUVEC TNFa-induced VCAM-1 immunofluorescence, high-content imaging; inhibition, % at 2 µM; AID 802, 2007; actives 0.48% (n = 95,000);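 active = inhibition above the batch mean plus 3 SD, with images confirmed as a hit by eye, cut at about 37% in these data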;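 note: 0% = TNF-stimulated DMSO wells and 100% = unstimulated control wells; not every result past the cut was called active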
cytoskel mod = modifiers of F-actin cytoskeleton organization, primary screen, imaging, HUVEC, phalloidin staining, high-content imaging. HUVEC TNFa F-actin phalloidin imaging. inhibition, % at 2 µM. actives 0.18% (n = 91,000). AID 836, 2007;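 active = inhibition above the batch mean plus 3 SD and confirmed as a hit by visual image inspection, cut at about 30% in these data, passing the limit was not always enough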; note: strong numbers were not always called active
IL1B cytotox = cytotoxicity in IL-1B stimulated HUVEC, primary screen, cytotoxicity control for IL-1B NFkB translocation project, imaging, Hoechst nuclear count, IL-1B stimulus; HUVEC cell count loss; cell count reduction, % at 2 µM; actives 0.41% (n = 94,000);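 active = cell count reduction more than 3 SD above the screen-wide mean, cut at about 70% in these data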;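 note: normalized per plate to untreated control cells as the no-loss baseline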
Candida biofilm = clotrimazole potentiators killing Candida biofilms, primary screen, with clotrimazole, Alamar Blue | actives 0.14% (n = 85,000) | inhibition, % at 6 µM | C. albicans biofilm + clotrimazole | AID 834, 2007;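 active = inhibition above 20%; inactive = inhibition below 20%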;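 note: preformed 24 hr biofilms exposed to compound for 48 hr; 0% = biofilm without compound and 100% = blank killed by clotrimazole plus chlorhexidine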
Smad3 FoxH1 inh = Smad3/FoxH1 peptide binding inhibitors, primary screen, biochemical, TR-FRET; Mothers against decapentaplegic homolog 3 (Homo sapiens), P84022; TR-FRET Smad3/Dy647-FoxH1 peptide binding, europium anti-His; inhibition, % at 25 µM; actives 0.29% (n = 88,000); AID 630, 2007;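 active = compounds that reduce the energy-transfer binding signal between the protein and its labelled peptide by more than half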;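 note: 0% = Smad3 plus labelled peptide maximal FRET and 100% = peptide-only background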
Target sequence (P84022 whole entry, looked up): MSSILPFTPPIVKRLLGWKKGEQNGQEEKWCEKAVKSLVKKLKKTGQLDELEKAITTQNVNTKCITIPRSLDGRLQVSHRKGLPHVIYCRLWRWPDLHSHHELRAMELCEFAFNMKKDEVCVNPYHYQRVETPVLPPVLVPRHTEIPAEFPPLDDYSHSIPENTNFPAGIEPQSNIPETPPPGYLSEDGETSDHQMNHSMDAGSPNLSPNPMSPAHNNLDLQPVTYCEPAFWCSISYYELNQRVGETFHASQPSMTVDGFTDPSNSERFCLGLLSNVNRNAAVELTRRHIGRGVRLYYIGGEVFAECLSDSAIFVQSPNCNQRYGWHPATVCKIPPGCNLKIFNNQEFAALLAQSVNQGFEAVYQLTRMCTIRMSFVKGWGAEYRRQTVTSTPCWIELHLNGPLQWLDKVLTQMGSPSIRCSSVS
HUVEC tox TNFa = cytotoxicity in TNFa-stimulated HUVEC, primary screen, cytotoxicity control for VCAM1 expression modulator project, imaging, Hoechst nuclei count; HUVEC TNFalpha-stimulated, Hoechst cell count; cell count reduction, % at 2 µM; actives 0.17% (n = 93,000);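 active = cell count reduction exceeding the screen mean by over 5 SD, scaled to untreated wells per plate, cut at about 78% in these data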;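 note: cells counted after 24 h of TNF alpha exposure following the 1 h pretreatment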
sEH inh = soluble epoxide hydrolase inhibitors, primary screen, biochemical, human sEH | Bifunctional epoxide hydrolase 2 (Homo sapiens), P34913 | recombinant human sEH enzymatic activity assay | inhibition, % at 2 µM | actives 0.34% (n = 91,000) | AID 707, 2007; in the data active = inhibition above about 80%; note: values of inactives mirror those of a sister screen read the other way; many of its hits are not listed in these tables
Active calls of the source: *; . = no result given; [ ] = remark or other dose.

SMILES	ERb coact inh	sEH activator	VCAM1 TNFa inh	cytoskel mod	IL1B cytotox	Candida biofilm	Smad3 FoxH1 inh	HUVEC tox TNFa	sEH inh
CCOc1ccc(C2C(C#N)=C(N)Oc3c2c(=O)oc2ccccc32)cc1 (stereo unspecified)	10	2	0	-3	-2	0	-1	-4	0
O=C(c1ccccc1F)c1cn(CC(=O)N2CCCC2)c2ccccc12	-8	8	3	-2	14	8	-18	-15	-5
COCCOC(=O)c1c(C)n(C)c2ccc(OC(=O)N(C)C)cc12	-3	5	9	-5	-32	3	1	-11	-3
O=c1[nH]c(=O)n(Cc2ccc(F)cc2)c(O)c1C=NCc1cccnc1	-17	0	10	6	5	-10	-4	-20	-2
Cc1ccc(CS(=O)(=O)CCC(=O)N2CCC3(CC2)OCCO3)cc1	-5	-12	17	4	92*	-1	6	-4	15
Cc1cc(C)n(CCOC(=O)C2C(C=C(Cl)Cl)C2(C)C)n1 (stereo unspecified)	5	-3	3	4	-30	5	8	-20	6
Cc1ccc(CC2C(=O)N(C)C(=O)N(C)C2=O)s1	-1	-2	-6	-19	2	4	6[fluorescence artefact?]	-17	2
COc1ccc(N2C(=O)CC(N3CCC(n4c(=O)[nH]c5ccccc54)CC3)C2=O)cc1 (stereo unspecified)	-9	10	-7	-6	-24	1	-5	-10	-12
CCOC(=O)C1=C(N)OC(C)=C(C(=O)OCCOC)C12C(=O)Nc1ccccc12 (stereo unspecified)	-6[fluorescence artefact?]	-4	2	0	-42	6	12	4	7
O=C(NCC(c1cccnc1)N1CCOCC1)Oc1ccccc1 (stereo unspecified)	-4	3	10	8	-8	5	12	-8	0
CCCn1nc2ccccc2c1P(=O)(N1CCOCC1)N1CCOCC1	17[fluorescence artefact?]	10	8	21	1	5	-9	-39	-9
Cc1nc2cc(C(=O)N3CCC4(CC3)OCCO4)ccc2n1-c1ccc(Br)cc1	-5[fluorescence artefact?]	4	-40	-4	-24	5	-12	-41	-4
Clc1ccc(N2CCN(Cc3ccccc3Cl)CC2)cc1	1	12	-3	3	.	1	5	-12	-12
Cc1cc(N)n(C2CCN(C)CC2)n1	-1[fluorescence artefact?]	3	-22	-7	33	6	-14	-15	-3
O=C(COc1ccc2ccccc2c1)N1CCN(Cc2ccncc2)CC1	.	13	2	-17	10	.	.	17	-16
CCCCCCN=C(C)c1c(O)n(Cc2ccccc2)c(=O)[nH]c1=O	-1	11	11	12	4	-2	-24	5	-12
CCCCN=Cc1c(O)n(-c2c(C)cc(C)cc2C)c(=O)[nH]c1=O	4	3	-11	-5	12	8	8	-6	-4
S=C(c1ccc(Cl)cc1)N1CCOCC1	-8	3	-1	10	15	4	7[fluorescence artefact?]	-22	-2
O=c1c2ccccc2nc(-c2ccco2)n1-c1ccc(Br)cn1	-7	-4	11	-15	-19	5	4	-47	2
CC(=NCCO)c1c(O)n(C2CCCCC2)c(=O)[nH]c1=O	-2	1	-21	-22	4	1	7	-14	-1
CCC1CN(C)CCC1(OC(C)=O)c1ccccc1 (stereo unspecified)	-6	4	-2	8	-10	7	9	-11	0
CC1C(c2cccs2)=[N+]([O-])C(C)(C(=O)c2ccc(F)cc2)N1O (stereo unspecified)	.	6	-8	8	12	.	.	-6	-2
CCCCC/C(=N\O)c1c[nH]c2ccccc12	-2	-12	4	16	-22	0	4	-14	15
CCOP(=O)(OCC)C(NC(=O)C(Cl)Cl)C(Cl)(Cl)Cl (stereo unspecified)	-20[fluorescence artefact?]	-4	7	17	-25	3	4	-12	6
CCN1CCN(c2ncnc3ccc(Br)cc23)CC1	13	13	10	3	-19	4	6[fluorescence artefact?]	-17	-12

The final 2 entries of the part before open the next one.
SMILES	ERb coact inh	sEH activator	VCAM1 TNFa inh	cytoskel mod	IL1B cytotox	Candida biofilm	Smad3 FoxH1 inh	HUVEC tox TNFa	sEH inh
CCOP(=O)(OCC)C(NC(=O)C(Cl)Cl)C(Cl)(Cl)Cl (stereo unspecified)	-20[fluorescence artefact?]	-4	7	17	-25	3	4	-12	6
CCN1CCN(c2ncnc3ccc(Br)cc23)CC1	13	13	10	3	-19	4	6[fluorescence artefact?]	-17	-12
CCC(=O)c1cn(Cc2ccccc2C#N)c2ccccc12	-12	4	7	-3	0	3	-6	-12	-6
O=C(c1cnn2c(C(F)(F)F)cc(-c3ccccc3)nc12)N1CCC2(CC1)OCCO2	-10	-6	-9	-8	-82	-4	7	-16	5
COc1ccccc1-n1c(-c2ccoc2)nc2ccccc2c1=O	.	.	15	11	-4	.	.	-15	.
Cc1cc(OCc2cc(C(=O)O)oc2C)c2c3c(c(=O)oc2c1)CCCC3	6	6	0	-9	6	-3	7	-7	-7
CN1CCN(c2ccc(NC(=O)C(C)(C)C)cc2)CC1	13	15	-26	29	-8	6	2	-25	-13
CC1(C)CC(=O)C(C=NCCN2CCN(C(=O)Cc3ccccc3)CC2)=C(O)C1	-2	-12	-6	1	-58	6	9	-16	10
CCN(CC)CCN=C(C)c1c(O)n(-c2ccccc2OC)c(=O)[nH]c1=O	-7	6	-32	-5	-28	4	-7	-34	-5
OC1(c2ccc(F)cc2)CC2CCC(C1)N2Cc1nnnn1C1CCCCC1 (stereo unspecified)	-7	-3	.	.	.	3	1	.	3
CCc1cc2c(N3CCN(C)CC3)ncnc2s1	-16	1	16	0	-38	3	0	-29	0
CCC(=NCCCN(CC)CC)c1c(O)n(C2CCCCC2)c(=O)[nH]c1=O	-3	-4	9	3	-32	5	3	-49	6
Oc1cccc(/C=N/NP(=S)(c2ccccc2)c2ccccc2)c1	.	-4	-14	5	1	.	.	0	5
CN=C(SCc1cc2c(cc1Cl)OCO2)c1c(O)n(C)c(=O)n(C)c1=O	-2	.	6	-4	-30	5	5	-14	.
CC(C)CCC1(CN2CCCC2=O)C(=O)NC(=O)NC1=O	-1	12	17	-3	12	5	0	-6	-13
O=C1OCCC1NC1=NCCC1 (stereo unspecified)	-1[fluorescence artefact?]	4	-10	-1	15	2	-9	20	-1
Cc1ccc(-c2cc(C(F)F)n3ncc(C(=O)N4CCC5(CC4)OCCO5)c3n2)cc1	-3	15	15	.	-5	0	-7	-54	-17
CCn1c(=O)n(CC(=O)N2CCC3(CC2)OCCO3)c(=O)c2ccccc21	.	.	6	-1	-44	.	.	-12	.
CCOP(=S)(OCC)SCC(=O)NC(C)(CC)C(=O)O (stereo unspecified)	-4	-21	-15	.	3	5	16	-12	18
Oc1ccc(/C=N/NP(=S)(c2ccccc2)c2ccccc2)cc1	.	9	-13	0	-19	.	.	-15	-6
COC(=O)c1c(C)n(Cc2ccco2)c2ccc(O)cc12	14	13	-8	3	6	5	5	-4	-10
O=C(c1cccc(N2CCCC2=O)c1)N1CCC2(CC1)OCCO2	-7	8	0	2	-42	2	2	-21	-7
O=C1C(=O)c2ccccc2-c2ccccc21	.	11	84*	18	25	.	.	41	-8
CN(C)C1(CNC(=O)c2ccc(Cl)c(S(=O)(=O)NCc3ccco3)c2)CCCCC1	.	-6	6	26	1	.	.	-20	8
CC(NC(=O)Oc1ccccc1)C(c1cccs1)N1CCOCC1 (stereo unspecified)	-25[fluorescence artefact?]	3	11	7	-42	10	5	-16	0
CSC(=Nc1ccccc1)c1c(O)n(C)c(=O)n(C)c1=O	-2	.	13	30	27	5	-1	-44	.
CN1C(=O)N(C)C(=O)C(CCc2ccccn2)(CCc2ccccn2)C1=O	8	-6	8	4	-5	5	9	19	3

Copied from the results shown for reference:
SMILES	ERb coact inh	sEH activator	VCAM1 TNFa inh	cytoskel mod	IL1B cytotox	Candida biofilm	Smad3 FoxH1 inh	HUVEC tox TNFa	sEH inh
CCC(=O)c1cn(Cc2ccccc2C#N)c2ccccc12	-12	4	7	-3	0	3	-6	-12	-6
O=C(c1cnn2c(C(F)(F)F)cc(-c3ccccc3)nc12)N1CCC2(CC1)OCCO2	-10	-6	-9	-8	-82	-4	7	-16	5
COc1ccccc1-n1c(-c2ccoc2)nc2ccccc2c1=O	.	.	15	11	-4	.	.	-15	.
Cc1cc(OCc2cc(C(=O)O)oc2C)c2c3c(c(=O)oc2c1)CCCC3	6	6	0	-9	6	-3	7	-7	-7
CN1CCN(c2ccc(NC(=O)C(C)(C)C)cc2)CC1	13	15	-26	29	-8	6	2	-25	-13
CC1(C)CC(=O)C(C=NCCN2CCN(C(=O)Cc3ccccc3)CC2)=C(O)C1	-2	-12	-6	1	-58	6	9	-16	10
CCN(CC)CCN=C(C)c1c(O)n(-c2ccccc2OC)c(=O)[nH]c1=O	-7	6	-32	-5	-28	4	-7	-34	-5
OC1(c2ccc(F)cc2)CC2CCC(C1)N2Cc1nnnn1C1CCCCC1 (stereo unspecified)	-7	-3	.	.	.	3	1	.	3
CCc1cc2c(N3CCN(C)CC3)ncnc2s1	-16	1	16	0	-38	3	0	-29	0
CCC(=NCCCN(CC)CC)c1c(O)n(C2CCCCC2)c(=O)[nH]c1=O	-3	-4	9	3	-32	5	3	-49	6
Oc1cccc(/C=N/NP(=S)(c2ccccc2)c2ccccc2)c1	.	-4	-14	5	1	.	.	0	5
CN=C(SCc1cc2c(cc1Cl)OCO2)c1c(O)n(C)c(=O)n(C)c1=O	-2	.	6	-4	-30	5	5	-14	.
CC(C)CCC1(CN2CCCC2=O)C(=O)NC(=O)NC1=O	-1	12	17	-3	12	5	0	-6	-13
O=C1OCCC1NC1=NCCC1 (stereo unspecified)	-1[fluorescence artefact?]	4	-10	-1	15	2	-9	20	-1
Cc1ccc(-c2cc(C(F)F)n3ncc(C(=O)N4CCC5(CC4)OCCO5)c3n2)cc1	-3	15	15	.	-5	0	-7	-54	-17

(next part)
SMILES	ERb coact inh	sEH activator	VCAM1 TNFa inh	cytoskel mod	IL1B cytotox	Candida biofilm	Smad3 FoxH1 inh	HUVEC tox TNFa	sEH inh
COc1cccc(N2CCN(Cc3cccc(Cl)c3)CC2)c1	5[fluorescence artefact?]	.	30	-9	18	4	-5	-13	.
CCCCc1ccc2[nH]cc(CCN)c2c1	-3	8	0	-32	-9	6	7	5	-9
CN1C(=O)N(C)C(=O)C(CCc2ccncc2)(Cc2ccc3c(c2)OCO3)C1=O	-1	-10	-1	-20	-10	2	-3	-3	9
O=C(CN1C(=O)CCSc2ccccc21)N1CCC2(CC1)OCCO2	-4	-5	12	-47	-7	-3	-5	2	6
CN(CC1COc2ccccc2O1)c1nc(-c2cccnc2)nc2ccccc12 (stereo unspecified)	12[fluorescence artefact?]	-24	3	4	21	5	15	-26	24
CCCCn1c(O)c(C(C)=NCCCN(CC)CC)c(=O)[nH]c1=O	-10	-3	-21	-11	-36	0	10	-29	5
c1ccc2c(c1)CNc1ccccc1O2	-5	6	29	-18	-8	3	-12	12	-6
CC(C)CC(=O)NC(Oc1ccc(Cl)cc1)C(Cl)(Cl)Cl (stereo unspecified)	.	-10	-10	-11	-7	.	.	-31	8
Cc1cccnc1-n1c(-c2ccco2)nc2ccccc2c1=O	-12	19	-2	8	8	3	-1	-6	-18
Cc1c(C(=O)N2CCC3(CC2)OCCO3)oc2ccc(S(=O)(=O)N3CCOCC3)cc12	-4[fluorescence artefact?]	11	14	39	-12	5	67*	26	-10

These rows are one share of the data (hit frequency here may not be typical).
